Screening data deposited in PubChem BioAssay by PCMD.
Yeast tox = yeast growth toxicity, wild-type and mutant, primary screen, cytotoxicity control for eIF2B function restoration project, wild-type and eIF2Bepsilon R284H mutant, A595. actives 0.3% (n = 30,000). growth inhibition, % at 25 µM (by protocol). S. cerevisiae wild-type growth, A595 turbidity, 16 h;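 active = mutant and wild-type yeast strains alike exhibit over 30% growth inhibition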;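 note: 0% = untreated cell controls and 100% = YPD media blanks without cells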
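system = S. cerevisiae wild-type or eIF2Bepsilon-R284H mutant strain | buffer or medium = YPD medium | dosing = one dose, 25 µM compound, 0.2% DMSO | schedule = 16 h at 30 °C | measured by = A595 turbidity | evaluation = growth inhibition (%) versus cell controls and blanks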
eIF2B yeast act = GCN4-lacZ reporter reduction in eIF2B-epsilon mutant yeast, primary screen, S. cerevisiae, eIF2B-epsilon R284H, Beta-Glo luminescence | inhibition, % at 25 µM (by protocol) | actives 0.91% (n = 27,000) | AID 688, 2007;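 active = mutant luminescence inhibited past about 50% while wild type luminescence and mutant growth stay under set limits, limit read from the data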; note: some compounds called inactive have numbers as strong as hits
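Times: 16 h growth with compound at 30 °C, 90 min Beta-Glo step; Assay system: yeast eIF2B-epsilon R284H mutant carrying GCN4–beta-galactosidase fusion; Measure: % inhibition of reporter signal and growth versus controls; Dosing: one concentration, 25 µM, 0.25% DMSO; Buffer or medium: YPD yeast growth medium; Measured by: Beta-Glo luminescence plus absorbance at 595 nm.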
Yeast tox inhibition % = further read-out of Yeast tox, marked with its call; growth inhibition, %; S. cerevisiae eIF2Bepsilon-R284H mutant growth, A595 turbidity, 16 h;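 each compound tested once at 25 µM; 0% equals untreated cells and 100% equals cell-free medium blanks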
eIF2B yeast act mutant toxicity = further read-out of eIF2B yeast act, marked with its call; growth inhibition, %; measured here: mutant yeast growth, toxicity;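 each compound tested once at 25 µM; zero equals untreated control growth and 100 equals blank medium absorbance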
Numbers without * were called inactive; · = no result given. This is a subset. The share of hits here may be higher or lower than overall.

Letters: A = Yeast tox; B = Yeast tox inhibition %; C = eIF2B yeast act; D = eIF2B yeast act mutant toxicity
1) COCCNC(=O)c1cc2ncc(Br)cn2n1
  A: -5	B: 21	C: ·	D: ·

2) CC(C)c1nnc(NC(=O)CC(=O)Nc2ccccc2C(=O)O)s1
  A: -18	B: 13	C: 35	D: 13

3) O=C(Nc1ccc2c(c1)OCO2)N1CCN(c2ccccc2Cl)CC1
  A: 14	B: -6	C: 10	D: -6

4) CC1(C)CC(=O)C(C=Nc2ccccc2Sc2ccccc2)=C(O)C1
  A: 12	B: 9	C: ·	D: ·

5) Cc1ccc2cc3c(NC(=O)c4cccnc4)nn(C)c3nc2c1
  A: 7	B: -4	C: 9	D: -4

6) COc1ccc(NC(=O)C(c2ccc(OC)cc2)N(C)C(=O)c2cnccn2)cc1 (stereo not drawn)
  A: ·	B: ·	C: 35	D: ·

7) Cc1nonc1NCn1nnc2ccccc21
  A: 0	B: 9	C: ·	D: ·

8) Cc1ccccc1C(=O)NNC(=O)Cc1ccccc1
  A: 13	B: 15	C: 9	D: 15

9) O=C(c1nnc(-c2ccncc2)o1)c1ccccc1Cl
  A: 20	B: 12	C: 2	D: 12

10) Cn1c(CNC(=O)c2ccc(Cl)cc2)nnc1SCC(=O)Nc1sc2c(c1C#N)CCCC2
  A: -9	B: 4	C: 3	D: 4

11) CC(C)C[C@H](NC(=O)OC(C)(C)C)c1nnc(SCc2ccccc2)o1
  A: 6	B: 15	C: ·	D: ·

12) Cc1sc(NC(=O)c2ccco2)c(C(c2cccnc2)N2CCC(C)CC2)c1C (stereo not drawn)
  A: 21	B: -14	C: 23	D: -14

13) Cc1c(NC(=O)C2CC(c3c(F)cccc3Cl)=NO2)c(=O)n(-c2ccccc2)n1C (stereo not drawn)
  A: ·	B: ·	C: -19	D: ·

14) Cc1ccc(NC(=O)c2noc3c2CCCCC3)cc1C
  A: 4	B: 0	C: -17	D: ·

15) CCOc1ccccc1NC(=O)Cn1c(C)cc(COC)c(C#N)c1=O
  A: 5	B: -4	C: -10	D: -4

16) FC(F)(F)c1cccc(NCc2cn3cccnc3n2)c1
  A: -14	B: 5	C: 30	D: 5

17) Cc1cnc(C(=O)Nc2ccccc2-c2nnn(CC(=O)NC3CCCC3)n2)cn1
  A: -21	B: -19	C: 23	D: -19

18) COc1ccc(Cl)cc1Nc1nc(N2CCCC2)nc(N2CCCC2)n1
  A: 16	B: 11	C: 25	D: 11

19) COc1ccc(N(CC(=O)NC2CCCCC2)C(=O)CNC(=O)c2ccco2)cc1OC
  A: 10	B: -4	C: 9	D: -4

20) Cc1ccc(CNC(=O)c2cc3c(=O)n4ccccc4nc3n(CC3CCCO3)c2=N)cc1 (stereo not drawn)
  A: ·	B: ·	C: -15	D: ·

21) O=C(c1ccccc1F)N1CCC(O)(c2cccnc2)CC1
  A: 3	B: 10	C: -20	D: 10

22) CCCCC1CCC(C(=O)NC2CCS(=O)(=O)C2)CC1 (stereo not drawn)
  A: 2	B: -4	C: 32	D: -4

23) Cc1nnc(NC(=O)CSc2nnnn2Cc2ccccc2)s1
  A: 9	B: -10	C: 21	D: -10

24) Cc1cccc(C(=O)c2ccccc2C(=O)O)c1O
  A: -6	B: 0	C: -3	D: ·

25) O=C(NC1CCN(S(=O)(=O)c2ccccc2)CC1)C1CCCCC1
  A: -15	B: -20	C: -17	D: -20

Just Yeast tox inhibition %, Yeast tox and eIF2B yeast act, for some of the entries so far:
entry	Molecule	Yeast tox inhibition %	Yeast tox	eIF2B yeast act
23	Cc1nnc(NC(=O)CSc2nnnn2Cc2ccccc2)s1	-10	9	21
9	O=C(c1nnc(-c2ccncc2)o1)c1ccccc1Cl	12	20	2
12	Cc1sc(NC(=O)c2ccco2)c(C(c2cccnc2)N2CCC(C)CC2)c1C (stereo not drawn)	-14	21	23
25	O=C(NC1CCN(S(=O)(=O)c2ccccc2)CC1)C1CCCCC1	-20	-15	-17

Copied from the list.
`O=C(c1nnc(-c2ccncc2)o1)c1ccccc1Cl` in eIF2B yeast act mutant toxicity is entered as 12
`COCCNC(=O)c1cc2ncc(Br)cn2n1` in Yeast tox inhibition % is entered as 21
`Cc1nonc1NCn1nnc2ccccc21` in Yeast tox is entered as 0
`CCCCC1CCC(C(=O)NC2CCS(=O)(=O)C2)CC1` (stereo not drawn) in Yeast tox is entered as 2
`O=C(Nc1ccc2c(c1)OCO2)N1CCN(c2ccccc2Cl)CC1` in Yeast tox inhibition % is entered as -6
`Cc1cccc(C(=O)c2ccccc2C(=O)O)c1O` in Yeast tox is entered as -6
`Cc1ccccc1C(=O)NNC(=O)Cc1ccccc1` in eIF2B yeast act mutant toxicity is entered as 15

Additional records follow.
Letters: A = Yeast tox; B = Yeast tox inhibition %; C = eIF2B yeast act; D = eIF2B yeast act mutant toxicity
26) O=C(CSc1ccccc1)N1CCc2ccccc21
  A: -8	B: 10	C: 26	D: 10

27) C=CCc1c(C)nc(C)nc1N/N=C/c1ccccc1
  A: 13	B: 15	C: ·	D: ·

28) Cc1sc2ncnc(Sc3nnnn3-c3ccccc3)c2c1C
  A: 6	B: 4	C: 42	D: 4

29) CCCCOC(=O)c1c(C)oc2ccc(NS(=O)(=O)c3ccc4c5c(cccc35)C(=O)N4)cc12
  A: 11	B: 9	C: ·	D: ·

30) CC1CCCCC1NC(=O)Cn1cnc2ccccc2c1=O (stereo not drawn)
  A: 1	B: -3	C: -6	D: -3

31) CC(=O)c1ccc(NC(=O)c2ccc(S(=O)(=O)N3CCCC3)cc2)cc1
  A: 33	B: -11	C: 22	D: -11

32) CCC(=O)NC(Nc1ncc(C)s1)(C(=O)OC)C(F)(F)F (stereo not drawn)
  A: 6	B: -7	C: 16	D: -7

33) CCOC(=O)COc1c(Br)cc(C2NC(=O)NC(C)=C2C(C)=O)cc1OC (stereo not drawn)
  A: 26	B: -10	C: -46	D: -10

34) CC1CCN(C(=O)Cn2c(=O)oc3ccccc32)CC1
  A: 10	B: 16	C: 9	D: 16

35) Cc1ccc(-n2c(N)c(C(=O)N3CCN(C)CC3)sc2=S)cc1
  A: -11	B: -8	C: 16	D: -8

36) CCOc1ccc(N=c2oc3cc(O)ccc3cc2C(=O)NCC2CCCO2)cc1 (stereo not drawn)
  A: 14	B: -27	C: 13	D: -27

37) Cc1ccc(NC(=O)CSC2=C(C#N)C(c3ccco3)C3=C(CCCC3=O)N2)cc1 (stereo not drawn)
  A: 6	B: 4	C: -7	D: 4

38) CN(Cc1nc(-c2ccncc2)no1)S(=O)(=O)c1ccc(Cl)cc1
  A: -13	B: -11	C: ·	D: ·

39) CNCCCOc1cccc(OC(C)C)c1
  A: 10	B: 25	C: 24	D: 25

40) CCOC(=O)C1CCN(C(=O)Cn2cc(C(=O)C3CC3)c3ccccc32)CC1
  A: -8	B: 3	C: 25	D: 3

41) CCOC(=O)c1ccc(N=Cc2nc3ccccc3n2C)cc1
  A: 16	B: -16	C: -1	D: -16

42) CSc1ccc(C2C(C#N)=C(N)Oc3c2ccc(=O)c2c(C)oc(C)c32)cc1 (stereo not drawn)
  A: -10	B: 3	C: 13	D: 3

43) COc1ccc(-c2cc3ccc(OCc4nn[nH]n4)cc3oc2=O)cc1OC
  A: 1	B: 0	C: 15	D: ·

44) CCN1CCN(S(=O)(=O)c2cccs2)CC1
  A: 18	B: 12	C: 19	D: 12

45) COc1ccccc1OCC(=O)Sc1ccc(C)cc1
  A: 14	B: 12	C: -12	D: 12

46) Cc1cccc(NC(=O)C2CCCN(S(=O)(=O)c3cccc4nsnc34)C2)n1 (stereo not drawn)
  A: 14	B: -12	C: 16	D: -12

47) Cc1cccc(S(=O)(=O)CC(=O)Nc2nc(-c3ccccc3)cs2)c1
  A: 3	B: 10	C: 10	D: 10

48) CCCCCCCCCCNC(=O)CCn1[nH]c(=O)c2ccccc2c1=O
  A: -8	B: 7	C: 0	D: 7

49) Cc1c(NC(=O)COC(=O)c2cc3c4ccccc4n(C)c3s2)c(=O)n(-c2ccccc2)n1C
  A: 1	B: -4	C: 15	D: -4

50) Cc1cccc(CS(=O)(=O)Cc2ccc(C(=O)NCCCN3CCCC3)o2)c1
  A: 10	B: 5	C: ·	D: ·

Fetched one by one from the list above:
Letters: A = Yeast tox; B = Yeast tox inhibition %; C = eIF2B yeast act; D = eIF2B yeast act mutant toxicity
41) CCOC(=O)c1ccc(N=Cc2nc3ccccc3n2C)cc1
  A: 16	B: -16	C: -1	D: -16

20) Cc1ccc(CNC(=O)c2cc3c(=O)n4ccccc4nc3n(CC3CCCO3)c2=N)cc1 (stereo not drawn)
  A: ·	B: ·	C: -15	D: ·

19) COc1ccc(N(CC(=O)NC2CCCCC2)C(=O)CNC(=O)c2ccco2)cc1OC
  A: 10	B: -4	C: 9	D: -4

36) CCOc1ccc(N=c2oc3cc(O)ccc3cc2C(=O)NCC2CCCO2)cc1 (stereo not drawn)
  A: 14	B: -27	C: 13	D: -27

14) Cc1ccc(NC(=O)c2noc3c2CCCCC3)cc1C
  A: 4	B: 0	C: -17	D: ·

46) Cc1cccc(NC(=O)C2CCCN(S(=O)(=O)c3cccc4nsnc34)C2)n1 (stereo not drawn)
  A: 14	B: -12	C: 16	D: -12

21) O=C(c1ccccc1F)N1CCC(O)(c2cccnc2)CC1
  A: 3	B: 10	C: -20	D: 10

The list continues.
nr | compound | Yeast tox | Yeast tox inhibition % | eIF2B yeast act | eIF2B yeast act mutant toxicity
51 | COC(=O)c1cccc(NC(=O)CCCOc2cccc(C)c2)c1 | 15 | 16 | 17 | 16
52 | CCCc1nc2oc(C(=O)OCC)c(N)c2c2c1COC(C)(C)C2 | 4 | -15 | 9 | -15
53 | CCOc1cccc(C2C(C#N)=C(N)Oc3cc(C)oc(=O)c32)c1OCC (stereo not drawn) | -8 | 0 | 12 | ·
54 | COC(=O)CN(c1ccccc1)S(=O)(=O)c1ccccc1 | 2 | 6 | 14 | 6
55 | CC(C)(Cc1nc2ccccc2[nH]1)C(=O)O | 21 | 14 | · | ·
56 | CC(Cc1cccs1)NC(=O)NC1CCCCC1 (stereo not drawn) | 8 | 10 | -4 | 10
